# High-throughput results (PubChem)
# NPC1 promoter act: NPC1 promoter activation | 320,000 tested, 2.4% active | Huh7 NPC1 promoter luciferase reporter, 24 h | AID 485313 | Potency, µM (highest dose often 9.22 µM), without a hit: top-dose activation, most hits filed as activators;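 also: potency is read from the fitted curve at half-maximal effect; % of control where 0% means no effect; nearly all actives have a fitted effect of over 60% in size; reporter is driven by a mutant NPC1 promoter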
#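 NPC1 promoter–luciferase Huh7 cells; 24 h compound; luminescence.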
# FLuc modulator: inhibits or activates purified firefly luciferase, miR-21 counter-screen; purified FLuc, Km substrates, luminescence inhibition; Potency, µM (highest dose often 57.5 µM), without a hit: at the top dose activity change, negative = inhibition, most hits filed as inhibitors; 360,000 tested, 6.9% active; AID 588342;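 also: potency is read from the fitted curve at half-maximal effect; plate controls were vehicle for no effect and reference inhibitor for full effect; nearly all actives have a fitted effect of over 55% in size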
# Target sequence (P08659 whole entry, looked up): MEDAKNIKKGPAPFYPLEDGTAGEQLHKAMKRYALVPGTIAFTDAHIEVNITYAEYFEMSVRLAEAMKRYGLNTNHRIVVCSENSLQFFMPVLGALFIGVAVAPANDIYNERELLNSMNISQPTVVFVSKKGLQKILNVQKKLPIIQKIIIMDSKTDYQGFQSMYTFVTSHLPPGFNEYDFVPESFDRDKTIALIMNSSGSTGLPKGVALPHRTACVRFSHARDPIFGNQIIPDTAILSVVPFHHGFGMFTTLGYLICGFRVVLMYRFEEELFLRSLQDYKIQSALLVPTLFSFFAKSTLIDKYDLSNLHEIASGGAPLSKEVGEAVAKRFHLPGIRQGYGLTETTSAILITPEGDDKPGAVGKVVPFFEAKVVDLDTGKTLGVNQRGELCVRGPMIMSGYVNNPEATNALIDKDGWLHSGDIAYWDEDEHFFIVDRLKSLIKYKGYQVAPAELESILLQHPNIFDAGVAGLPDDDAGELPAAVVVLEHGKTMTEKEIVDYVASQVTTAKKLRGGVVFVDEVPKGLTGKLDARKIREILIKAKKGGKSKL
#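 Biochemical qHTS of compounds, final roughly 60 µM downward over six points, against 10 nM purified firefly luciferase using Km concentrations of substrates (10 uM D-luciferin, 10 uM ATP) in Tris acetate pH 7.5 buffer; luminescence output.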
# PKM2 activator: increases activity of human pyruvate kinase M2; Potency, µM (top dose mostly 57.5 µM), for the others: top-dose activation, hits mostly activators; 260,000 tested, 0.34% active; P14618; AID 1631; purified PKM2, Kinase-Glo ATP luminescence, activation; response scale: 0% is enzyme alone, no compound; also: potency is read from the fitted curve at half-maximal effect; % is scaled to controls: 0 for no effect and ±100 for the full control effect; nearly all actives have a fitted effect of over 55% in size
#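 Purified hPK-M2 (>95% pure) converted ADP (0.1 mM final) to ATP with 0.5 mM PEP in 50 mM imidazole pH7.2, KCl, MgCl2, Tween 20, BSA; 1 h at room temperature. ATP detected by Kinase-Glo luminescence.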
# ELG1 repair inh: blocks ELG1-dependent DNA repair in HEK293T cells; HEK293T ELG1-luciferase reporter, luminescence, 16 h; DNA damage induced by 5-fluorouridine; Potency, µM (titrated, usually from 46.1 µM), without a hit: top-dose activity change, negative = inhibition, actives largely listed as inhibitors; 330,000 tested, 2.3% active; AID 504467; also: potency is read from the fitted curve at half-maximal effect; % is scaled to controls: 0 for no effect and ±100 for the full control effect; nearly all actives have a fitted effect of over 55% in size
#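 Step one: seed 2,000 cells per well. Step two: pin-transfer compound or DMSO alongside 5-fluorouridine. Step three: incubate 16 hr, 37 °C, 5% CO2. Step four: add ONE-Glo, wait 30 min, read luminescence.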
# Rab9 promoter act: Rab9 promoter activation. 320,000 tested, 2.8% active. Huh7 Rab9 promoter-luciferase reporter, luminescence, 24 h. Potency, µM (top dose mostly 9.22 µM), without a hit: at the top dose activation, negative = inhibition, most hits filed as activators; also: potency is read from the fitted curve at half-maximal effect; % of control where 0% means no effect; nearly all actives have a fitted effect of over 60% in size
#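 Huh7 cells stably carrying a Rab9 promoter-luciferase reporter, 1500 cells per well in OP-MEM I with 10% FBS, treated with compound 24 hours at 37C. Luciferase activity read by luminescence after 10 minutes with Amplite reagent.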
# MBNL1 CUG block: blocks human MBNL1 binding to CUG repeat RNA | Q9NR56 | 280,000 tested, 0.036% active | TR-FRET MBNL1-His/biotin-(CUG)12 binding, 665/545 ratio | Potency, µM (top dose mostly 57.5 µM), for inactives: at the highest dose activity change, negative = inhibition, hits mostly inhibitors; active = well fitted inhibition curve with a large enough effect in the signal ratio, with a control signal flat, not every such curve was filed as active; inconclusive = small, poorly fitted or top-dose-only effect, or effect the other way, or a change in a side signal; inactive = no such curve, though single readings can be large or run the other way; the % refers to the signal ratio; also: potency is read from the fitted curve at half-maximal effect; % is scaled to controls: 0 for no effect and ±100 for the full control effect
# Target sequence (Q9NR56 whole entry, looked up): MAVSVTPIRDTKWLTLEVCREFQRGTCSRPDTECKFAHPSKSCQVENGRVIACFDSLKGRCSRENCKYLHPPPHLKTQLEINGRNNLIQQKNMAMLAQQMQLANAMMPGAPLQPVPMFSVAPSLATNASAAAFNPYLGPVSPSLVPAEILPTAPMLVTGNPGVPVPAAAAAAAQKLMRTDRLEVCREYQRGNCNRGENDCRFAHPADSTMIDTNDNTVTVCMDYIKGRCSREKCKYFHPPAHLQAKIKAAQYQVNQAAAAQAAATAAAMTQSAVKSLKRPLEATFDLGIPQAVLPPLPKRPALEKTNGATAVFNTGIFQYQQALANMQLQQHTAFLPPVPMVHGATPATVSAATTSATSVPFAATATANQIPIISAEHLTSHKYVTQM
#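 Inhibition of protein-RNA binding appears as loss of TR-FRET between terbium anti-His antibody on MBNL1-His and streptavidin-XL665 on biotin-(CUG)12. Activity is normalized to buffer-only and uninhibited-complex controls.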
# RORg inh: inhibitors of mouse ROR gamma transcriptional activity; P51450; Drosophila S2 Gal4-RORgamma UAS-luciferase reporter, 20 h; Potency, µM (doses to about 53.6 µM), inactives show at the top dose activity change, negative = inhibition, most hits filed as inhibitors; 310,000 tested, 5.4% active; AID 2551; also: potency is read from the fitted curve at half-maximal effect; % is scaled to controls: 0 for no effect and ±100 for the full control effect; nearly all actives have a fitted effect of over 60% in size
#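 Drosophila S2 cells stably expressing Gal4-DBD/mouse RORγ fusion under metallothionein promoter plus UAS-luciferase; compound 1 h, then 700 uM CuSO4 induction for 20 h at ambient temperature; inhibition read as reduced luminescence.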
# Mito fusion act: inhibitors of mitochondrial division or activators of mitochondrial fusion; S. cerevisiae fusion-defective mutant growth rescue, CellTiterGlo 48 h; Potency, µM (series often up to 46.1 µM), without a hit: at the highest dose growth rescue (activation), usual class: activators; 320,000 tested, 0.23% active;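 also: potency is read from the fitted curve at half-maximal effect; % of control where 0% means no effect; nearly all actives have a fitted effect of over 45% in size; temperature-sensitive fusion mutants such as fzo1-1 at 37 °C on non-fermentable ethanol glycerol medium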
#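 Read-out: ATP-based luminescence (CellTiterGlo, 10 min ambient) reporting growth of fusion-defective ts yeast after 48 hours at 37C on glycerol/ethanol YPEG medium in the presence of compound.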
# Menin MLL FP TR: inhibitors of human menin-MLL interaction, mutant MLL peptide; O00255; Menin + Texas Red MLL mutant peptide, fluorescence polarization; Potency, µM (top dose mostly 61.6 µM), inactives show at the highest dose FP activity change, negative = inhibition, actives largely listed as inhibitors; 270,000 tested, 0.23% active; active = well fitted inhibition curve with a large enough effect in the polarisation, with a control signal flat, not every such curve was filed as active; inconclusive = small, poorly fitted or top-dose-only effect, or effect the other way, or a change in a side signal; inactive = no such curve, though single readings can be large or run the other way; the % refers to the polarisation; also: potency is read from the fitted curve at half-maximal effect; % of control where 0% means no effect; many of its hits are not listed in these tables
# VP16 counter: inhibits Gal4-VP16 luciferase reporter, ROR gamma counter-screen | 310,000 tested, 3.5% active | Potency, µM (series often up to 53.6 µM), for the others: at the highest dose activity, negative = inhibition, actives largely listed as inhibitors | Drosophila S2 Gal4-VP16 UAS-luciferase, luminescence, 20 h;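 also: Gal4-VP16 expression switched on by copper sulfate through the metallothionein promoter; potency is read from the fitted curve at half-maximal effect; % is scaled to controls: 0 for no effect and ±100 for the full control effect; nearly all actives have a fitted effect of over 50% in size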
# KCNH2 3.1 inh: inhibitors of human KCNH2 3.1 potassium channel isoform; 340,000 tested, 0.95% active; activity change, % (tested at about 1.8 µM); U2OS KCNH2 3.1, thallium flux FluxOr; hits give low values; AID 720553;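 active = maximum activity change below -70%; inconclusive = maximum activity change from -70% to -50%; inactive = maximum activity change above -50%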;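 also: thallium influx rate constant from kinetic fluorescence after stimulation buffer; % is scaled to controls: 0 for no effect and ±100 for the full control effect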
#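 Measured as rate of thallium-driven FluxOr signal in transduced U2OS cells carrying the 3.1 channel, read kinetically for 2 min upon stimulation; values are rate constants scaled to DMSO control wells.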
# * = called active by the depositor; ? = inconclusive; · = not tested or not shown; [ ] = another dose, or the depositor's remark. Unless noted, calls follow the shape of the dose curve; as a rule, active = well fitted curve in the direction sought with a large enough effect; inconclusive = small, poorly fitted or top-dose-only effect, or another doubt; inactive = no such curve, though single readings can be large; an effect the other way counts as inactive or inconclusive. Only part of the results is shown; rates above refer to the full screens.
SMILES,NPC1 promoter act,FLuc modulator,PKM2 activator,ELG1 repair inh,Rab9 promoter act,MBNL1 CUG block,RORg inh,Mito fusion act,Menin MLL FP TR,VP16 counter,KCNH2 3.1 inh
CCN(CCn1cccn1)Cc1cn[nH]c1-c1cccc2ccccc12,-1%,1%,-11%,4%,1%,-7%,-17%,-1%,·,2%,0
Nc1n[nH]c2cc(=O)n(-c3ccc(Cl)cc3)nc12,0%,-3%,1%,-21%,-5%,?,0%,6%,7%,1%,-16
O=C(Nc1ccccc1)C1CCCCC1,-1%,-1%,-3%,13%,-2%,-9%,17%,1%,-9%,-1%,25
COc1ccc(S(=O)(=O)N2CCC(C(=O)NCCC3=CCCCC3)CC2)cc1C,1%,1%,-1%,-20%,13%,-2%,-15%,2%,-4%,13%,-11
CC(C)NC(=S)NN=C1CCCCCCCCCCC1,-5%,-1%,3%,?,0%,-4%,0.45µM*,4%,?,5µM*,14
COc1ccc(NC(=O)c2c3c(nc4ccccc24)CCN(Cc2ccccc2)C3)c(OC)c1,0%,-8%,·,?,2%,8%,3%,0%,-16%,10%,11
CC(C)c1ccc(OCC(O)CN2CCN(c3ccccn3)CC2)cc1 (stereo not given),2%,2%,-4%,-11%,-3%,-2%,-12%,-5%,0%,-11%,-4
Cc1nonc1CN(C)C(=O)CC1C(=O)NCCN1Cc1cccc(C(F)(F)F)c1 (stereo not given),-1%,2%,5%,-5%,-5%,-1%,47%,4%,-19%,15%,3
CCOc1ccc(-c2noc(CCC(=O)NC3CCCC3)n2)cc1OC,18%,-3%,·,20%,12%,1%,13%,-6%,-1%,6%,7
OC(CNCC#Cc1ccccc1)c1ccccc1 (stereo not given),-3%,3%,-11%,-9%,-3%,6%,-1%,-5%,-12%,6%,2
COc1ccc(C(=O)NC=C2C(=O)OC(C)(C)OC2=O)cc1,1%,-8%,-2%,8%,-3%,0%,-1%,-3%,16%,-5%,1
COc1ccc(NS(=O)(=O)c2c(C)n(C)c(=O)n(C)c2=O)cc1,-5%,10%,6%,3%,0%,0%,-2%,1%,1%,-4%,8
CCCCn1cnc2cc(C)c(C)cc21,-1%,4%,-1%,5%,-4%,4%,4µM*,-4%,-7%,?,13
Cc1cc(-c2ccc(C(C)C)c(S(=O)(=O)Nc3ccccn3)c2)on1,12%,-7%,·,?,17%,-3%,20%,1%,13%,10%,10
Cc1sc2ncnc(N3CCC(C(=O)Nc4ccc(Br)cc4Br)CC3)c2c1C,-5%,5%,·,?,-3%,·,·,28%,·,·,-20
CCOc1ccc(C2N(c3ccc(F)cc3)C(=O)C3CCCN32)cc1 (stereo not given),3%,-4%,2%,?,2%,-8%,42%,-2%,4%[11.7 µM],0%,-3
CC(C)C(=O)N1CCN(c2ccccc2NC(=O)c2ccc([N+](=O)[O-])o2)CC1,2%,-2%,·,?,5%,?,-44%,32%,-13%,-28%,-4
Cc1ccc(/C=N/Nc2cn[nH]c(=O)n2)o1,-2%,-16%,2%,15%,12%,14%,?,-7%,-1%,-8%,·
CSc1cccc(NC(=O)CN(c2ccc(C)cc2C)S(C)(=O)=O)c1,2%,5%,3%,-2%,-6%,-11%,43%,-2%,-25%,1%,9
CC(=O)c1c(C)nc2nonc2c1N,-5%,0%,4%,1%,-9%,?,-7%,5%,-7%,-5%,2
Cc1cc(C)c(C#N)c(SCC2COc3ccccc3O2)n1 (stereo not given),-3%,-2%,-3%,14%,-4%,11%,38%,?,3%,4%,5
O=C1NC(=O)C(Cc2cccc(Oc3ccccc3)c2)S1 (stereo not given),1%,?,·,-11%,-5%,6%,11%,11µM*,29%,5%,-1
Cc1nn2c(COc3ccc(NC(=O)c4ccccc4Cl)cc3)nnc2c2ccccc12,-3%,6µM*,2%,?,2%,12%,39%,19%,2%,-8%,10
O=c1c2ccccc2oc2cc(OCc3ccc(F)cc3)cc(O)c12,0%,6%,·,-1%,7%,-5%,8%,-4%,22%,5%,15
Cn1ccnc1SCC(=O)N1CCc2ccccc21,2.2µM*,15µM*,-19%,?,2.8µM*,-1%,-44%,-5%,·,?,-4
Oc1ccccc1-c1cc(C(F)(F)F)nc(-c2ccccc2)n1,0%,1%,-3%,10%,1%,-5%,4%,-5%,-8%,-3%,-5
Cc1cc(C(C)(C)C)cc(C)c1S(=O)(=O)N1CCN(C(=O)c2cc([N+](=O)[O-])c[nH]c2=O)CC1,-5%,0%,·,-10%,2%,3%,27%,-1%,26%,-12%,-7
Cc1cc(C)c(C)c(OCCCCn2cnc3ccccc3c2=O)c1,-6%,-1%,-1%,3%,8%,-4%,2%,9%,0%,-3%,12
N#C/C(=C/c1ccc(CNS(=O)(=O)c2ccccc2)o1)C(N)=O,-3%,4%,3%,2%,-6%,?,?,2%,4%,-3%,2
CCn1c(SCC(=O)N/N=C/C=C\c2ccccc2[N+](=O)[O-])nc2ccccc21,-2%,-20%,13%,-16%,-1%,22%,17%,-8%,0%,-4%,3
O=C(CCN1CCCCC1)N/N=C/c1c[nH]c2ccccc12,-1%,-9%,-2%,7%,3%,-2%,13%,0%,·,6%,2
CCC(C)c1ccc(S(=O)(=O)N2CCN(C(C)C(=O)NC3CCCC3)CC2)cc1 (stereo not given),1%,3%,·,·,0%,·,·,7%,·,·,-13
O=C(COC(=O)Cc1ccc(Cl)cc1)Nc1ccc(OC(F)F)cc1,-4%,9%,7%,6%,-12%,-8%,-7%,10%,8%,-3%,-4
CCCn1c(Cc2ccccc2)n[nH]c1=S,-3%,4%[2.3 µM],-14%,-4%,3%,-2%,16µM*,-12%,-6%,?,1
Cc1cc(NC(=O)C(C)SCC(=O)OCC(=O)N(C)c2ccccc2)no1 (stereo not given),-2%,1%,·,0%,-6%,·,·,3%,·,·,6
OCC1(Cc2ccc(F)cc2F)CCCN(CCCc2ccccc2)C1 (stereo not given),-3%,-1%,0%,-4%,0%,-3%,-10%,-7%,?,-8%,-29
COc1cc(C(=O)N(c2ccc(C)c(C)c2)C2C=CS(=O)(=O)C2)cc(OC)c1OC (stereo not given),2%,0%,0%,-2%,-9%,-4%,0%,-2%,-15%,-15%,-8
COc1ccc(NC(=O)CN(C)CC(=O)Nc2cccc(F)c2)cc1Cl,-1%,-12%,20%,-15%,-3%,-4%,17%,-9%,11%,-22%,-9
CSCCC(NC(=O)/C(=C/c1ccc2c(c1)OCO2)NC(=O)c1cccc([N+](=O)[O-])c1)C(=O)O (stereo not given),0%,-3%,5%,-12%,5%,?,-6%,-9%,4%,-5%,13
CC(=O)c1c(C)nc(-c2ccccc2)nc1NC(=O)C(C)C,1%,0%,1%,-7%,5%,-8%,0%,0%,1%,7%,-19
CCOc1ccc(S(=O)(=O)N2CCN(C(=O)c3cc4c(s3)CCCC4)CC2)cc1,-6%,-2%,0%,?,0%,·,?,27%,4%,-5%,-8
COc1cccc(-c2cc(C(=O)N3CCCCCC3)no2)c1,0.56µM*,2.1µM*,-16%,?,0.32µM*,-15%,?,5%,5%,?,14
CC(=O)c1cccc(NC(=O)c2cc(-c3ccco3)on2)c1,-3%,2.4µM*,0%,2%,3%,13%,-25%,?,-6%,-1%,-3
COc1ccc([N+](=O)[O-])cc1NC(=O)c1csc(C)c1,16%,2.7µM*,-1%,?,0%,-5%,26%,1%,·,-3%,-3
Cc1ccsc1C(=O)OCc1nc2ccccc2c(=O)[nH]1,14%,?,-3%,?,23%,-5%,?,-3%,-3%,?,7
COc1ccccc1NC(=O)CN1CCC(n2c(C)nc3cc(F)ccc32)CC1,1%,1%,-7%,?,-2%,-12%,-14%[10 µM],5%,-5%,0%,?
COc1ccc(OC)c(/C=C/C(=O)OCC(=O)Nc2nnc(-c3ccccc3)o2)c1,0%,-28%,·,24%,1%,·,·,13%,·,·,11
COc1ccccc1NC(=O)CC1C(=O)NCCN1C(=O)Nc1ccc(Cl)c(Cl)c1 (stereo not given),-4%,2%,0%,-17%,-8%,-6%,24%,-11%,?,5%,-7
